Screening results from PubChem BioAssay.
Ba/F3 V617F tox: reduce viability of Ba/F3 cells dependent on JAK2V617F. 1.1% of 220,000 active. Ba/F3 EpoR-JAK2V617F viability, ATP luminescence. inhibition, % at 5.6 µM;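 active means inhibition above the campaign mean plus 3 SD over all tested compounds, cut at about 24% in these data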;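 further: cytokine-independent growth of Ba/F3 cells driven by EpoR plus mutant JAK2; 0% = DMSO-treated cells and 100% = JAK inhibitor I control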
BaF3 tox: counter-screen for JAK2V617F inhibitors: parental Ba/F3 viability inhibitors. CellTiter-Glo ATP luminescence. inhibition, % at 5.6 µM. 1.1% of 220,000 active. AID 1486;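 active means inhibition above a per-campaign cutoff, the mean inhibition of all tested compounds plus 3 SD, cut at about 27% in these data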;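 further: 0% = DMSO wells and 100% = JAK Inhibitor I control wells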
Wee1 stabilizer: human Wee1 degradation inhibition, primary screen | P30291 | HeLa Luc-Wee1K328M stability, luciferase luminescence; 100% = proteasome inhibitor MG132 effect | reporter increase, % at 5 µM | 1.2% of 220,000 active;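 active means activation above the mean of all tested compounds plus 3 SD, set per screening run, cut at about 8.8% in these data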;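 further: cells exposed to compound for 20 h before luminescence read; 0% = DMSO alone and 100% = MG132 at 30 µM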
Target sequence (P30291 whole entry K328M): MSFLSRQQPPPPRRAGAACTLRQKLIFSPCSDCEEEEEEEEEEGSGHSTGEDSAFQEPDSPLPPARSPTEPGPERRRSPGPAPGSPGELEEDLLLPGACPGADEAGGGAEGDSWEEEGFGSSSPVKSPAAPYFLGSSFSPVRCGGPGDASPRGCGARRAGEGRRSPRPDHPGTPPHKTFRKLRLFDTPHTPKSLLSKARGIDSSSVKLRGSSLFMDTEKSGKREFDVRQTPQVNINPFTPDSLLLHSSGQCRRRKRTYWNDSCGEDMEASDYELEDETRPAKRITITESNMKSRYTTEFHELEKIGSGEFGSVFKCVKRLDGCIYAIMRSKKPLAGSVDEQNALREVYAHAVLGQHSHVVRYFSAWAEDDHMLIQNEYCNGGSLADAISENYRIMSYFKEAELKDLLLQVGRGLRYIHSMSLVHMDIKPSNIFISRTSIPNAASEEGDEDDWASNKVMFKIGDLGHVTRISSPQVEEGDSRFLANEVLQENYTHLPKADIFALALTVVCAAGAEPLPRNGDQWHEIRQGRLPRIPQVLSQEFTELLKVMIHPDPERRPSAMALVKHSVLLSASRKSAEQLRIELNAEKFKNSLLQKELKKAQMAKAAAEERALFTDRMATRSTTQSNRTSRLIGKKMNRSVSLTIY
eIF4E 4G PPI: blocks eIF4E binding to eIF4G; P63073+Q04637; TR-FRET eIF4E-eIF4GI(517-606) binding, 2 h; inhibition, % at 21.7 µM; 0.37% of 220,000 active; AID 782;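 active means inhibition above about 30%, limit read from the data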;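 further: 0% = full FRET control wells and 100% = background wells lacking eIF4GI fragment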
NPY2 pot ag: potentiates or activates human NPY-Y2 receptor. 0.45% of 220,000 active. cells expressing NPY-Y2, potentiator/agonist read-out. activation, % at 3.6 µM; in the data active means activation above about 27%;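 further: cells stimulated with NPY near EC25 plus isoproterenol at EC100; 0% = vehicle plus submaximal agonist and 100% = vehicle plus saturating agonist; some results beyond the cut were filed as inactive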
Target sequence (P49146 whole entry, looked up): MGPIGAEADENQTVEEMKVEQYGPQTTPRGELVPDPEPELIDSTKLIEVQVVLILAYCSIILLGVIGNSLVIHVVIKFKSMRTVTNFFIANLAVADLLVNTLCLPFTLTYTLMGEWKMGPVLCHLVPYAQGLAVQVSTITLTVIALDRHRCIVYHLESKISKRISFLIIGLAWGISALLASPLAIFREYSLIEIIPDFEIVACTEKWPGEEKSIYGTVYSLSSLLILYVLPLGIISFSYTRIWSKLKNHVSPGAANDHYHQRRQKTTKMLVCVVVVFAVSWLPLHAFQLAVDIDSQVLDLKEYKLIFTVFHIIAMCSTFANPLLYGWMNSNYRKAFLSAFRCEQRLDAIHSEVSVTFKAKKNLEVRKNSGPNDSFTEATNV
S1P4 antag: blocks the human S1P4 receptor. S1P4-expressing cells, antagonist mode, reporter read-out. inhibition, % at 4.98 µM. 0.26% of 220,000 active. AID 1510; in the data active means inhibition above about 29%;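 further: 0% = wells stimulated with agonist and 100% = vehicle wells without agonist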
MDM2 E3 inh: inhibitors of human Mdm2 E3 ubiquitin ligase; 0.11% of 210,000 active; cell-based MDM2 ubiquitination luciferase reporter, 2 h; 0 = plate control, 100 = twice control, blank-subtracted; signal enhancement, % at 5 µM;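 active means signal enhancement of 30% or more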;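 further: luminescence tracks abundance of the self-degrading MDM2-luciferase fusion protein; higher signal means inhibition of MDM2 E3 ligase activity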
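System: stable MDM2–luciferase fusion reporter cells / Input: 2000 cells seeded into each well / Schedule: 4 h settle plus 2 h compound, 37 °C / Compound: single-point 5 µM / Buffer or medium: cells held in DMEM / Benchmarks: control and blank well means / Evaluation: percent signal gain over controls, blank-subtracted / Measured by: luciferase luminescence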
PERK inh: inhibitors of human PERK kinase; CHO PERK-DD fusion, SEAP luminescence translation reporter; 0.17% of 220,000 active; inhibition, % at 5.6 µM; AID 1416;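 active means inhibition above the mean inhibition of all tested compounds plus 3 SD, set separately per screening campaign, cut at about 2.9% in these data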;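 further: PERK kinase domain activated by AP20187 dimerizer at 100 nM; 0% = DMSO with dimerizer and 100% = rapamycin at 8.4 µM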
S1P4 ag: agonists of human S1P4 receptor; O95977; S1P4-expressing cell line, agonist reporter assay; activation, % at 4.98 µM; 0.35% of 220,000 active; in the data active means activation above about 11%;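 further: 0% = DMSO vehicle and 100% = reference agonist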
An asterisk follows results filed as active; · = not tested or not shown; [ ] = dose if it differs, or a comment.

Every second line gives: Wee1 stabilizer | PERK inh | Ba/F3 V617F tox | eIF4E 4G PPI | S1P4 ag | NPY2 pot ag | MDM2 E3 inh | BaF3 tox | S1P4 antag
1. CCN1C(=O)CC(C(=O)Nc2ccc(F)cc2)SC1=Nc1cccc(OC)c1 (centres undefined)
  -2 | -0.7 | 3 | 0 | 2.6 | 12 | -4 | 5 | -6
2. Cc1ccc(-n2c(C)cc(C)c(C#N)c2=O)cc1Cl
  -1 | -0.5 | 2 | -1[fluorescence artefact?] | 1.6 | -9 | -11 | 7 | 7
3. CCN(CC)C(=O)CSc1nnc(-c2ccc(S(=O)(=O)NCc3ccccc3Cl)cc2)o1
  -2 | -0.4 | 8 | -1 | 0.1 | 3 | -8 | 6 | -5
4. CCOc1ccccc1N(CC(=O)N/N=C(\C)c1cccc(Br)c1)S(C)(=O)=O
  -2 | -0.9 | -1 | -2 | 0.2 | 4 | 2 | 1 | -9
5. COc1cccc(C(=O)NCC(=O)N2CCC(C)CC2)c1
  -2 | -1.1 | 3 | -9 | -0.4 | -12 | -5 | 2 | -12
6. CCSc1nnc(NC(=O)C(C)(C)C)s1
  0 | 0.4 | 2 | 0 | -0.2 | 7 | -38 | 0 | -7
7. O=C(O)c1ccc(NC(CSCc2cccc(F)c2)C(=O)O)c([N+](=O)[O-])c1 (centres undefined)
  0 | 0.0 | -1 | -4 | -5.0 | 0 | · | 3 | 13
8. Cn1cc(CN2CCC(CO)CC2)c(-c2ccc(Oc3ccccc3)cc2)n1
  -4 | -1.8 | -5 | 0 | -0.1 | -15 | -1 | 0 | 4
9. CN(C)CC(C)(C)CNC(=S)Nc1ccc(S(=O)(=O)N2CCOCC2)cc1
  -2 | 0.6 | 1 | 7 | 1.0 | -5 | -4 | 8 | 1
10. Cc1cc(C)n(CC(O)CN2C(=O)NC(C)(C)C2=O)n1 (centres undefined)
  1 | -0.1 | -3 | 0[fluorescence artefact?] | 0.6 | 7 | -2 | 3 | -41

Three structures out of the list, arranged by heavy-atom count, smallest number first:
Every second line gives: Wee1 stabilizer | PERK inh | Ba/F3 V617F tox | eIF4E 4G PPI | S1P4 ag | NPY2 pot ag | MDM2 E3 inh | BaF3 tox | S1P4 antag
6. CCSc1nnc(NC(=O)C(C)(C)C)s1
  0 | 0.4 | 2 | 0 | -0.2 | 7 | -38 | 0 | -7
2. Cc1ccc(-n2c(C)cc(C)c(C#N)c2=O)cc1Cl
  -1 | -0.5 | 2 | -1[fluorescence artefact?] | 1.6 | -9 | -11 | 7 | 7
1. CCN1C(=O)CC(C(=O)Nc2ccc(F)cc2)SC1=Nc1cccc(OC)c1 (centres undefined)
  -2 | -0.7 | 3 | 0 | 2.6 | 12 | -4 | 5 | -6

Going on with the list:
Every second line gives: Wee1 stabilizer | PERK inh | Ba/F3 V617F tox | eIF4E 4G PPI | S1P4 ag | NPY2 pot ag | MDM2 E3 inh | BaF3 tox | S1P4 antag
11. O=C(Cc1n[nH]c(=O)c2ccccc12)OCC(=O)c1ccc2c(c1)OCCO2
  0 | -0.5 | 83* | -2 | 0.0 | -1 | -3 | 82* | 9
12. COCCN(C(=O)c1ccccc1OC)c1nnc(C)s1
  4 | -0.3 | 7 | -2 | -0.9 | -8 | -2 | 7 | 5
13. Cc1c(NC(=O)c2ccc3c(c2)OCO3)cccc1-c1nc2ccccc2o1
  -1 | -1.3 | 0 | -5 | -0.1 | -16 | -10 | 0 | -4
14. Cc1[nH]c2c(C)cccc2c1CCNS(=O)(=O)c1cccc([N+](=O)[O-])c1
  4 | 0.1 | 3 | 2 | -0.4 | 20 | -4 | 9 | -13
15. CCOC(=O)N1CCC(N2CCN(S(=O)(=O)CC)CC2)CC1
  -3 | 0.6 | -2 | -6 | 2.9 | -11 | 14 | 0 | -17
16. Cc1ccc(CNc2cnccn2)cc1
  -1 | -0.7 | 1 | 3[fluorescence artefact?] | 2.0 | 2 | -8 | 0 | -12
17. CCOC(=O)c1c(-c2cccs2)csc1NC(=O)CNCCN1CCOCC1
  2 | -0.6 | -1 | 2 | -3.0 | -4 | -8 | 0 | -5
18. Fc1ccc(CNC(=S)Nc2cccc(C(F)(F)F)c2)cc1
  6 | 0.2 | -2 | 18 | 0.3 | 14 | 8 | 2 | -5
19. CC(C)[C@@H](N)C(=O)N/N=C/c1ccc2ncccc2c1
  18* | -0.7 | 0 | -1 | 1.6 | 10 | -27 | -4 | 0
20. COc1cccc(OC(=O)N2CCOCC2)c1
  7 | 0.5 | -2 | 3 | -0.1 | -14 | -33 | 0 | -28
21. CC(=O)c1cc(C(=O)c2ccccc2)sc1Nc1ccccc1
  -2 | 0.8 | 3 | 0 | 0.6 | -18 | -2 | 6 | -28
22. COc1ccccc1C(=O)Nc1ccc(C)cc1C(=O)c1ccccc1
  1 | 0.3 | 1 | 4[fluorescence artefact?] | 1.5 | -3 | -5 | 8 | -8
23. COc1ccc(S(=O)(=O)Nc2cccc(/C=C/C(=O)O)c2)cc1
  0 | 1.3 | 0 | -1 | 0.2 | 0 | -12 | 6 | -2
24. COc1cccc(OCC(O)CN2C(C)CCCC2C)c1 (centres undefined)
  -1 | 0.0 | 1 | 2 | 0.5 | -6 | -19 | 3 | 12
25. Cc1nn(-c2ccccc2[N+](=O)[O-])c(=O)c2ccccc12
  1 | 1.4 | 6 | 2 | 2.6 | -18 | -6 | 11 | -8
26. COC(=O)c1ccc(NC(=O)CSc2ccccn2)cc1
  15* | 0.1 | -3 | -5[fluorescence artefact?] | 0.1 | 1 | -11 | 2 | -28
27. CCOc1cc(C)c(S(=O)(=O)Nc2ccc3cn[nH]c3c2)cc1C
  -1 | 0.6 | 5 | -7 | 0.5 | 19 | -25 | 40* | 1
28. CC1CN(C(=O)COC(=O)c2ccc(NC(=O)CC#N)cc2)CC(C)O1 (centres undefined)
  -4 | 1.2 | 2 | -2 | 11* | 1 | 0 | 4 | -5
29. Cc1c2c(nc3ccccc13)CCC(C(C)(C)C)C2 (centres undefined)
  -2 | 0.2 | 4 | 4 | -1.4 | -16 | -9 | 8 | -14
30. CCN(CC)C(=O)C[n+]1cccc(C(N)=O)c1
  4 | 0.6 | -5 | -3[fluorescence artefact?] | 0.2 | 7 | 5 | 1 | -1
31. CCC(C)NC(=O)C1(C)CCC(=O)N1Cc1ccccc1OC (centres undefined)
  2 | 0.1 | 0 | 4 | 1.4 | -2 | -10 | 4 | 5
32. O=C(NCc1ccc2c(c1)OCO2)c1c(F)c(F)c(F)c(F)c1F
  2 | -0.4 | -2 | -10 | -0.9 | -20 | -6 | 2 | 5
33. CCc1cccc(C)c1NC(=S)N(Cc1cccnc1)Cc1ccco1
  -1 | -0.6 | 2 | -1[fluorescence artefact?] | 3.3 | 2 | -10 | 1 | -11
34. O=C(CN1CCCC1)OCCCc1ccccc1
  -3 | 1.1 | 0 | -4 | 0.6 | -2 | 13 | 1 | 5
35. COc1ccc(NC(=O)CSC2CC(=O)N(c3ccc4c(c3)OCCO4)C2=O)cc1 (centres undefined)
  -2 | 0.1 | -2 | -13 | -0.5 | -1 | -9 | 3 | 3
36. Cn1nnnc1SC1CC(=O)N(c2ccccc2)C1=O (centres undefined)
  0 | 0.5 | 4 | -1 | -0.5 | 2 | · | 7 | -11
37. CCOc1ccccc1C(=O)NCC(=O)OCC(=O)N1C(C)CCCC1C (centres undefined)
  2 | 0.2 | -3 | -1 | -4.7 | -4 | -6 | 1 | -8
38. O=C(Nc1ccccc1C(F)(F)F)N1CCN(c2ccc3nnc(-c4ccc(F)cc4)n3n2)CC1
  -2 | -1.2 | 8 | 4 | -1.5 | -4 | -8 | 5 | -7
39. Cc1nnc(SCc2c(Cl)cccc2[N+](=O)[O-])s1
  6 | 1.9 | 1 | 1 | -0.2 | 3 | -4 | 0 | 0
40. CCc1ccc2c(COC(=O)CNS(=O)(=O)c3ccc(NC(C)=O)cc3)cc(=O)oc2c1
  2 | 0.2 | 2 | 3[fluorescence artefact?] | -2.8 | -3 | -8 | 8 | -5
41. COc1ccccc1C(=O)C1CCCN(Cc2ccc(Oc3ncccn3)cc2)C1 (centres undefined)
  1 | -0.7 | -2 | 0 | -0.8 | -11 | -4 | 3 | -1
42. CN(C)/C=C(\C#N)C(=O)Nc1ccc(O)cc1F
  0 | 2.0 | 5 | -1 | 2.5 | -10 | -2 | 8 | -2
43. Cn1nc(-c2ccc(C(=O)NCC3CCCO3)cc2)c2ccccc2c1=O (centres undefined)
  5 | -0.4 | 0 | · | 1.4 | -6 | · | 8 | -2
44. O=C(NCCOC(=O)c1ccncc1)c1ccccc1
  0 | 1.6 | 0 | 2[fluorescence artefact?] | -1.3 | -3 | 1 | 8 | -9
45. O=C(Cc1c(Cl)cccc1Cl)Nc1cccc(S(=O)(=O)N2CCOCC2)c1
  1 | -0.1 | -3 | 1 | 1.1 | 0 | -3 | -1 | -15
46. COc1ccc(/C=C/C(=O)NC(=S)Nc2ccc(C(=O)O)cc2)cc1
  3 | -0.4 | 3 | 2 | 1.1 | 12 | -6 | 4 | -10
47. Oc1ccccc1/C=N/Nc1cc(N2CCCC2)nc(N2CCCC2)n1
  -3 | -0.8 | 5 | -7[fluorescence artefact?] | 0.0 | -8 | -2 | 9 | -4
48. Cc1c(NC(=O)C(C)OC(=O)c2cccc(S(=O)(=O)N(C)C)c2)c(=O)n(-c2ccccc2)n1C (centres undefined)
  0 | -0.7 | 4 | 0 | -0.8 | 7 | 19 | 4 | -11
49. Cc1cccn2c(=O)c(/C=C(\C#N)C(=O)NCc3ccco3)c(N3CCC(C(N)=O)CC3)nc12
  1 | 1.2 | -2 | 5 | 1.0 | 7 | -13 | 8 | -1
50. OCC1(Cc2cccc(F)c2)CCN(Cc2cccc3nccnc23)CC1
  2 | 0.8 | 2 | 4 | 0.2 | 3 | -12 | 9 | -12
51. COc1ccc(C)cc1NC(=O)NCc1ccccc1F
  -2 | 0.0 | 2 | 3 | 0.7 | 0 | -18 | 6 | 5
52. CCOC(=O)C1C(=O)NC(c2ccccc2)=NC1c1ccc(OC)cc1 (centres undefined)
  -1 | 0.8 | -2 | -3 | 0.8 | -7 | -4 | 3 | 15
53. Cc1c(Cl)cccc1NC(=S)N1CCCN(Cc2ccccc2F)C1
  -3 | 0.2 | -1 | -1 | -0.1 | -1 | -7 | 6 | 8
54. CC(C)NC(=O)NC(=O)COC(=O)c1ccc(S(=O)(=O)Nc2ccccc2)cc1
  -1 | 0.6 | -1 | -3 | 1.2 | 2 | -1 | 5 | -5
55. O=[N+]([O-])c1cccc(-c2nc(NCc3ccccc3)c3ccccc3n2)c1
  0 | 1.0 | -4 | 3 | 2.0 | 12 | 1 | 2 | -10
56. Cc1cccc(OCCCC(=O)Nc2ccc(S(=O)(=O)Nc3onc(C)c3C)cc2)c1C
  1 | 0.6 | -1 | 3 | 1.2 | -9 | -12 | 4 | -8
57. O=C(c1cccnc1)C1CCCN(Cc2nc(Cc3ccccc3F)no2)C1 (centres undefined)
  2 | 0.7 | 2 | 3 | 1.8 | -5 | -5 | 13 | -11
58. CCN1CCN(c2nc(-c3ccncc3)nc3ccccc23)CC1
  0 | -0.7 | 2 | 4 | -1.0 | -2 | -1 | 5 | -14
59. Cc1cc(N/C=C\c2nnnn2-c2ccc(F)cc2)no1
  -3 | 0.3 | -2 | -4 | 1.1 | -7 | 3 | 5 | -2
60. Cc1ccc(CN2CC(C(=O)Nc3ccc(F)c([N+](=O)[O-])c3)CC2=O)cc1 (centres undefined)
  2 | 0.3 | -1 | 1 | -0.1 | 70* | -16 | -3 | -20
